Runt-CBFb FRET = blocks binding of human RUNX1 Runt domain to CBFb; Q01196+Q13951; Cerulean-Runt/Venus-CBFb FRET ratio 530/480, 1 h; inhibition, % at 20 µM; 220,000 tested, 0.46% active; AID 1496;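 active means inhibition over about 50% at 20 µM in the single-dose screen, limit read from the data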;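 further: 0% = DMSO wells and 100% = excess unlabeled CBFb competitor control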
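Buffer or medium: Tris pH 7.5 buffer with BSA. Assay system: Cerulean-labeled Runt domain protein. Amount: each fluorescent fusion protein 100 nM. Read-out basis: loss of energy transfer signal. Incubation: 1 h compound exposure, room temperature. Probe or stimulus: Venus-CBFb binding partner, 100 nM. Detection: FRET, excitation 422 nm, emission at 530 and 480 nm.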
NPY2 pot ag = human NPY-Y2 potentiation or agonism, primary screen | P49146 | cells expressing NPY-Y2, potentiator/agonist read-out | activation, % at 3.6 µM | 220,000 tested, 0.45% active; in the data active means activation above about 27%;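 further: cells stimulated with NPY near EC25 plus isoproterenol at EC100; 0% = vehicle plus submaximal agonist and 100% = vehicle plus saturating agonist; some results beyond the cut were filed as inactive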
Ba/F3 V617F tox = reduce viability of Ba/F3 cells dependent on JAK2V617F. Ba/F3 EpoR-JAK2V617F viability, ATP luminescence. inhibition, % at 5.6 µM. 220,000 tested, 1.1% active. AID 1446;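 active means inhibition above the campaign mean plus 3 SD over all tested compounds, cut at about 24% in these data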;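 further: cytokine-independent growth of Ba/F3 cells driven by EpoR plus mutant JAK2; 0% = DMSO-treated cells and 100% = JAK inhibitor I control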
NPY Y1 blocker = blocks the human neuropeptide Y Y1 receptor; P25929; HEK293-CNG Y1 cells, membrane potential fluorescence; NPY at EC95, then isoproterenol; inhibition, % at 3.6 µM; 200,000 tested, 1% active; AID 1040;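 active means inhibition above the campaign mean inhibition of all tested compounds plus 3 SD, cut at about 20% in these data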;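 further: 0% = DMSO wells given NPY plus isoproterenol and 100% = isoproterenol alone without NPY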
Target sequence (P25929 whole entry, looked up): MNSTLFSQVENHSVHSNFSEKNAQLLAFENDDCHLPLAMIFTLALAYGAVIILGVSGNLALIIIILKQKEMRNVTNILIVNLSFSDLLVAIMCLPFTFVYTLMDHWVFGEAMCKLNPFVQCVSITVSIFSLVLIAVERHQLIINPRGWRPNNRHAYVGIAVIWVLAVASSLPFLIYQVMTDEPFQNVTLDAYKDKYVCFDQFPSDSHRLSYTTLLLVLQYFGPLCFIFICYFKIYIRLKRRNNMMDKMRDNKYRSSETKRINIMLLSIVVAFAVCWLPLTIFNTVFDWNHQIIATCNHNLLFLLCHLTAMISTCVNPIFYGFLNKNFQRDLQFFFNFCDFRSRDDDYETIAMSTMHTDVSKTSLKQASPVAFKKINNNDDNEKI
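System: HEK293 cells with Y1 receptor plus CNG channel / Probe or stimulus: NPY 25 nM then isoproterenol 1 µM plus Ro 20-1724 25 µM / Compound: one concentration, 3.6 µM, in 0.4% DMSO / Schedule: compound incubation 1 h at room temperature, readout 45 min post-stimulation / Measured by: membrane potential fluorescence / Read-out: % inhibition of NPY effect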
BaF3 parental = reduces parental Ba/F3 cell viability, JAK2V617F counter-screen; CellTiter-Glo ATP luminescence; inhibition, % at 5.6 µM; 220,000 tested, 1.1% active; AID 1486;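 active means inhibition above a per-campaign cutoff, the mean inhibition of all tested compounds plus 3 SD, cut at about 27% in these data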;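 further: 0% = DMSO wells and 100% = JAK Inhibitor I control wells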
S1P4 antag = blocks the human S1P4 receptor | AID 1510 | inhibition, % at 4.98 µM | O95977 | S1P4-expressing cells, antagonist mode, reporter read-out | 220,000 tested, 0.26% active; in the data active means inhibition above about 29%;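 further: 0% = wells stimulated with agonist and 100% = vehicle wells without agonist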
Target sequence (O95977 whole entry, looked up): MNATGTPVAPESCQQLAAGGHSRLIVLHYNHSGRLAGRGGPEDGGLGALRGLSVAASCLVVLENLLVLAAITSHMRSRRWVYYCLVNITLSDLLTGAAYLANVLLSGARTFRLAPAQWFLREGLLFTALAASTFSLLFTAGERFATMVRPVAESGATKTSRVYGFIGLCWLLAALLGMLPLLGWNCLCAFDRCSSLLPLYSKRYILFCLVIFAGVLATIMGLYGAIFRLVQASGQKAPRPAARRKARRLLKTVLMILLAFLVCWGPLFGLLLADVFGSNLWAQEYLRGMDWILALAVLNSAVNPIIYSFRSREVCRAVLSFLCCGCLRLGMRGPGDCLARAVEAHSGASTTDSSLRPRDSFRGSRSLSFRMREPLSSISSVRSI
NPY-Y1 PAM-ag = potentiators or agonists of human neuropeptide Y receptor Y1; P25929; NPY-Y1 expressing cells, potentiator/agonist activation; activation, % at 3.6 µM; 220,000 tested, 0.37% active; in the data active means activation above about 33%, passing the limit was not always enough;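 further: cells stimulated with NPY at EC10 then isoproterenol at EC100; 0% = low agonist plus stimulus and 100% = saturating agonist plus stimulus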
RBBP9 inhibitor = inhibitors of human serine hydrolase RBBP9. O75884. inhibition, % at 7.94 µM. recombinant RBBP9, FP-Rh probe fluorescence polarization. AID 1515. 220,000 tested, 0.2% active;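 active means inhibition above the campaign mean of all tested compounds plus 3 SD, cut at about 14% in these data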;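 further: plate controls were DMSO wells with RBBP9 for no effect and wells lacking RBBP9 protein for full effect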
Target sequence (O75884 whole entry, looked up): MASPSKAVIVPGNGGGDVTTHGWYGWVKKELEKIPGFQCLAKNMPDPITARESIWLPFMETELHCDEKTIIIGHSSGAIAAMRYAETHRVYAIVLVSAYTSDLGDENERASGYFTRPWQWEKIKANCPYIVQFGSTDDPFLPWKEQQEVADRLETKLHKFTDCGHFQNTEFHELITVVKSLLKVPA
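system = RBBP9 protein | input = RBBP9 at 2.5 µM in dispensed solution, before mixing | measured by = fluorescence polarization (mP), excitation 525 nm, emission 598 nm | incubation = enzyme-compound preincubation 30 min, then probe labeling 45 min, 25 °C | buffer or medium = Tris-NaCl-Pluronic buffer, pH 8.0 | compound = single dose 7.94 µM | also added = FP-Rh probe, 375 nM dispensing solution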
S1P4 agonist = human S1P4 receptor agonism; O95977; S1P4-expressing cell line, agonist reporter assay; activation, % at 4.98 µM; 220,000 tested, 0.35% active; AID 1509; in the data active means activation above about 11%;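 further: 0% = DMSO vehicle and 100% = reference agonist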
* = called active by the depositor; x = not tested or not shown. Outcome played no part in choosing rows. About 3.6% of those tested had a hit in this group.

Sample of the layout, 7 compounds:
SMILES | Runt-CBFb FRET | NPY2 pot ag | Ba/F3 V617F tox | NPY Y1 blocker | BaF3 parental | S1P4 antag | NPY-Y1 PAM-ag | RBBP9 inhibitor | S1P4 agonist
Cc1cccc(-c2nc3ccccc3c(=O)n2NC(=S)N(C)C)c1 | 49 | -2 | 3 | 1 | 6 | -1 | -11 | -4 | -1.2
CN(C)S(=O)(=O)c1ccc(C(=O)N(c2ccccn2)c2ccccn2)cc1 | 1 | -14 | 1 | 4 | 2 | -6 | -18 | -10 | 0.5
CC1(C)CC(=O)C2=C(C1)Oc1ncn(CCCO)c(=N)c1C2c1ccccc1 (centres undefined) | 0 | 22 | -3 | 0 | 3 | -7 | -2 | -1 | -0.5
C=C(C)C(=O)OCC(=O)NCc1ccccc1 | -2 | 22 | -4 | 0 | 0 | -10 | 17 | 4 | -1.0
CCOC(=O)CN=C(NS(=O)(=O)c1ccc(Cl)cc1)c1ccccc1 | 1 | -6 | 1 | 3 | 6 | -5 | -10 | -1 | 1.3
CN(C)c1ccc(/C=C/C(=O)c2cccnc2)cc1 | -142 | -4 | 1 | x | 1 | 4 | 12 | -11 | 1.2
Cc1ccc(S(=O)(=O)NNC(=S)Nc2ccccc2)cc1 | 15 | -4 | -4 | 0 | 1 | -6 | -15 | 3 | 0.6

The listing, from the first entry:
SMILES | Runt-CBFb FRET | NPY2 pot ag | Ba/F3 V617F tox | NPY Y1 blocker | BaF3 parental | S1P4 antag | NPY-Y1 PAM-ag | RBBP9 inhibitor | S1P4 agonist
Cc1cccc(-c2nc3ccccc3c(=O)n2NC(=S)N(C)C)c1 | 49 | -2 | 3 | 1 | 6 | -1 | -11 | -4 | -1.2
CN(C)S(=O)(=O)c1ccc(C(=O)N(c2ccccn2)c2ccccn2)cc1 | 1 | -14 | 1 | 4 | 2 | -6 | -18 | -10 | 0.5
CC1(C)CC(=O)C2=C(C1)Oc1ncn(CCCO)c(=N)c1C2c1ccccc1 (centres undefined) | 0 | 22 | -3 | 0 | 3 | -7 | -2 | -1 | -0.5
C=C(C)C(=O)OCC(=O)NCc1ccccc1 | -2 | 22 | -4 | 0 | 0 | -10 | 17 | 4 | -1.0
CCOC(=O)CN=C(NS(=O)(=O)c1ccc(Cl)cc1)c1ccccc1 | 1 | -6 | 1 | 3 | 6 | -5 | -10 | -1 | 1.3
CN(C)c1ccc(/C=C/C(=O)c2cccnc2)cc1 | -142 | -4 | 1 | x | 1 | 4 | 12 | -11 | 1.2
Cc1ccc(S(=O)(=O)NNC(=S)Nc2ccccc2)cc1 | 15 | -4 | -4 | 0 | 1 | -6 | -15 | 3 | 0.6
Cn1cc(Cl)nc1C(O)c1ccccc1 (centres undefined) | -1 | 11 | -4 | -3 | 6 | -12 | 1 | -4 | 2.2
CCCCCCCCCCOC(=O)C[N+](C)(C)CC1CCCCC1O (centres undefined) | -3 | -14 | -2 | 10 | -2 | 5 | -12 | 2 | 0.5
NC(=O)Cn1cnc(-c2ccccc2)c1 | -1 | 7 | -6 | -2 | 0 | -19 | 9 | 0 | 0.1
CCOC(=O)Cn1c(=O)n(Cc2ccco2)c(=O)c2ccc(C(=O)NCCc3ccccc3)cc21 | 9 | -12 | 3 | 6 | 11 | -14 | -16 | -7 | 1.7
COC(=O)c1cc(C#N)c(SCc2ccccc2)nc1C | 0 | -1 | 1 | 4 | 2 | 3 | -25 | -2 | 0.7
Cc1oc(-c2ccc(Cl)cc2)nc1CS(=O)CC(=O)NCCCN(C)C1CCCCC1 (centres undefined) | -2 | 12 | -1 | -4 | 6 | 16 | -1 | 0 | -0.1
N#C/C(=C\C=C\c1ccccc1)C(=O)NCc1ccco1 | -1 | -8 | 2 | -1 | 3 | 0 | -3 | -8 | 0.9
COC(=O)/C(=C(/F)Sc1cc(C)c(O)c(C)c1)C(F)(F)F | 2 | 3 | -6 | -3 | 0 | -9 | 0 | 8 | 2.6
O=C(NNC1OC(CO)C(O)C(O)C1O)c1cccc(Br)c1 (centres undefined) | -2 | 4 | -3 | 1 | 1 | -11 | -1 | 1 | 2.5
CCC1CCCCN1CCCNC(=O)c1ccc(N2CCOCC2)c(NS(=O)(=O)c2ccc(OC)cc2)c1 (centres undefined) | -1 | 2 | -8 | 2 | 52* | -3 | 13 | -12 | -0.7
Cc1cc(C(=O)NCc2cc(F)cc3c2OCOC3)nn1C | -1 | -1 | 0 | x | -2 | 12 | -3 | -13 | 2.4
CCOc1ccc(-n2c(-c3ccccc3)c[n+]3c2CCCCC3)cc1 | 0 | 12 | 89* | 24* | 70* | -16 | -36 | -1 | -0.1
CC(Sc1nnc(C2CCCCC2)n1N)C(=O)NCc1ccc2c(c1)OCO2 (centres undefined) | -3 | 11 | -4 | 3 | 1 | 9 | -6 | -7 | -1.6
CC12CC(NC(=O)N1c1cccc(C(=O)NCc3ccccc3)c1)c1ccccc1O2 (centres undefined) | -1 | 7 | 4 | 0 | 4 | -25 | 25 | -3 | -5.7
O=C(NCc1ccco1)c1ccc2c(=O)n(CC3CCCO3)c(=S)[nH]c2c1 (centres undefined) | 0 | 1 | -5 | -4 | 3 | -11 | -24 | -3 | -3.6
O=[N+]([O-])c1cccc(/C([O-])=C(/C(=S)Nc2ccccc2F)[n+]2ccccc2)c1 | 11 | -3 | 0 | -3 | 2 | 1 | -2 | -2 | 1.2
CCOC(=O)c1ccc(NC(=O)NCc2ccccc2)cc1 | 0 | 16 | -2 | -4 | 0 | -2 | 26 | 11 | 0.3
Cc1ccc(-c2cc(C(=O)N/N=C/c3c[nH]c4ccccc34)[nH]n2)cc1 | -3 | 17 | 57* | -3 | 58* | 0 | 4 | 5 | -1.9
COc1ccc(CCNS(=O)(=O)c2cccc(C)c2)cc1OC | 2 | 6 | -5 | 4 | 4 | -6 | 21 | -6 | -0.1
CC1(CCl)N([O-])C2=C(CCCC2)[N+]1=O (centres undefined) | 3 | -8 | 2 | x | -5 | 15 | 3 | -9 | 0.7
COc1ccc(O)c(-c2c(-c3ccc(Cl)cc3)n[nH]c2C)c1 | 6 | 22 | 2 | -6 | 3 | -20 | 25 | -6 | 1.5
COc1ccc(-c2noc(CSc3nc4ccccc4c(=O)n3-c3ccccc3)n2)cc1 | 2 | 2 | -2 | 3 | 4 | 7 | 1 | -14 | -0.6
CCCc1nn(C)c(C(=O)Nc2ccc(Cl)cc2)c1Cl | -1 | -8 | -3 | 8 | 2 | -23 | -12 | -4 | 0.5
Cc1cc(C)c(C#N)c(SCC(O)CS(=O)(=O)Cc2ccccc2)n1 (centres undefined) | 0 | -3 | 3 | 0 | 1 | -13 | -3 | -8 | 2.3
Cc1noc(C)c1CSc1nnc(-c2ccccc2)n1Cc1ccco1 | 4 | 7 | -4 | 12 | 4 | -3 | 13 | -6 | -1.9
COc1ccc(C(=O)NNC(=O)c2ccc(C(C)(C)C)cc2)cc1 | -1 | -13 | -4 | 5 | 5 | -3 | -1 | -5 | 1.1
COc1ccc(-c2c(NC(=O)c3ccco3)n(-c3ccccc3)nc(C)c2=O)cc1 | 1 | -29 | 1 | x | -1 | 2 | -10 | -5 | -2.8
COC(=O)c1ccc(OS(=O)(=O)c2ccc(NC(C)=O)cc2)cc1 | -1 | 4 | 2 | 1 | 5 | -11 | -6 | -5 | 1.1
Cc1cc(C)cc(N(CC(=O)N2CCn3c2nc2ccccc23)S(=O)(=O)c2c(C)noc2C)c1 | -13 | 3 | -4 | -5 | 0 | -9 | 1 | -9 | 1.2
O=C(Cc1ccccc1[N+](=O)[O-])Nc1ccccc1C(=O)N1CCCC1 | 0 | 2 | 2 | 6 | -2 | -1 | -3 | -7 | -1.2
Nc1ccc(C(=O)Nc2nc3ccccc3s2)cc1 | 0 | 13 | 0 | -7 | 6 | 19 | 19 | -10 | -1.2
O=C(c1cccc(F)c1)N1CCN(C(=O)c2nn3cccnc3c2Cl)CC1 | 1 | -2 | -2 | 1 | 3 | -2 | -8 | 8 | 2.5
COc1ccc(NC(=O)CSc2nc(N3CCCCC3)nc(N3CCCCC3)n2)cc1 | 0 | 3 | 1 | -4 | 8 | -8 | 24 | -2 | 0.0
COc1cc(C(Nc2ccccn2)c2c(NC(=O)c3ccco3)sc(C)c2C)cc(OC)c1OC (centres undefined) | -1 | 5 | 0 | 6 | 5 | -31 | -2 | -6 | 0.7
C(=N\Nc1nc2ccccc2[nH]1)/c1ccncc1 | 0 | -14 | 1 | 0 | 3 | -4 | -2 | -1 | 1.1
O=C(CCCC(=O)N(CC(=O)NC1CCCCC1)Cc1ccccc1)Nc1ccccn1 | 2 | 5 | -6 | 6 | 0 | -11 | 24 | 1 | 3.3
Nc1nc(Cl)cc(N2CCCC2)n1 | 2 | -8 | 1 | 4 | 1 | -30 | -3 | -7 | 0.7
COc1ccc(C(=O)N/N=C/c2cc(Br)ccc2O)cc1OC | 0 | -9 | 16 | x | 0 | -8 | 13 | -10 | 0.3
Cc1ccc(-n2c(=O)[nH]c3c(C(N)=O)nc(CC(C)C)nc32)cc1 | -2 | -5 | 3 | 9 | 5 | -1 | 6 | -5 | 0.5
N#Cc1c2n(c(=S)n(-c3ccc(OC(F)F)cc3)c1=O)CCCCC2 | x | 4 | 4 | -1 | 8 | -10 | -6 | -5 | 0.1
Cc1c(Cl)c([N+](=O)[O-])nn1Cc1ccc(C(=O)N/N=C\c2cc(Cl)ccc2O)o1 | -4 | 2 | 1 | 0 | 3 | 7 | 1 | 1 | 1.5
COC(=O)c1cc(Cl)c(NC(=O)/C=C/c2ccc(Cl)cc2Cl)cc1OC | 2 | 0 | -1 | 1 | 0 | -11 | 19 | -6 | 2.2
Cc1ccc(SC(C)c2nc(-c3cccnc3)no2)cc1 (centres undefined) | 1 | 6 | -3 | 3 | -1 | -3 | 0 | 13 | 3.0
COc1c(Br)cc(Br)cc1/C=N/NC(=O)c1ccncc1 | -3 | 1 | 0 | -2 | 5 | 4 | 19 | -4 | -0.6

Source: PubChem
